# Screens: PubChem BioAssay, The Scripps Research Institute Molecular Screening Center
# TAAR1 ag = agonists of human TAAR1; CHO RD-HGA16 TAAR1, Fluo-8 calcium fluorescence; vehicle wells 0%, saturating PEA agonist 100%; activation, % at 3 µM; 360,000 compounds, 0.99% hits;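 active = activation above the mean activation of all test compounds in the run plus 3 SD, cut at about 38% in these data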
# Target sequence (Q96RJ0 whole entry, looked up): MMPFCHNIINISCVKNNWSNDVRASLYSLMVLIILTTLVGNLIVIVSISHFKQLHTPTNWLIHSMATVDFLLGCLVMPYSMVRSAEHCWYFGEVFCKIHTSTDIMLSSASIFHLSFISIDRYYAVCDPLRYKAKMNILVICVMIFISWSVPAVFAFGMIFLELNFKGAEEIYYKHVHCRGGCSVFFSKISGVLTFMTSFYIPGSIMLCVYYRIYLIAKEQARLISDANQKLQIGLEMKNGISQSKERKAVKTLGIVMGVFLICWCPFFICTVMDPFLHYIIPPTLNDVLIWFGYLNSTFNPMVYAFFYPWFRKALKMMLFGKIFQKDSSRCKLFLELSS
#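 Assay system – CHO-derived RD-HGA16 cells with stable Gα16 and human TAAR1 · Compound dosing – one-point dosing at 3 µM (nominal) · Incubation – 17-24 h seeding, 75 min 37 °C dye, 30 min RT · Measured by – kinetic Fluo-8 calcium fluorescence · Control set – DMSO vehicle as 0%, PEA at EC100 as 100% · Repeats – single well for each compound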
# CHO-K1 Ca ag = M1 agonist counterscreen hit in parental CHO-K1 cells; Fluo-8 calcium fluorescence; scaled to maximal ATP response, vehicle zero; activation, % at 3 µM; 360,000 compounds, 0.48% hits; in the data active = activation above about 15%;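 also: untransfected CHO-K1 host cells lacking M1 receptor as counterscreen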
# M1 PAM parental = M1 PAM counterscreen hit in parental CHO-K1 cells; ATP EC20, Fluo-8 calcium fluorescence; 0% at ATP EC20, 100% at ATP max; activation, % at 3 µM; 360,000 compounds, 0.02% hits; AID 602247;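 active = activation above the run cutoff, the mean activation of all test compounds plus 3 SD, cut at about 40% in these data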;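 also: peak over basal fluorescence ratio in a 140 s read after ATP addition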
# CHRM1 agonist = agonists of human M1 muscarinic receptor. P11229. CHO-K1 hM1, Fluo-8 calcium fluorescence, agonist mode; 0% DMSO, 100% acetylcholine EC100. activation, % at 3 µM. 360,000 compounds, 0.33% hits;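 active = activation above the run's mean compound activation plus 3 SD, cut at about 16% in these data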;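 also: peak over basal fluorescence ratio within a 140 s kinetic read after compound addition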
# Target sequence (P11229 whole entry, looked up): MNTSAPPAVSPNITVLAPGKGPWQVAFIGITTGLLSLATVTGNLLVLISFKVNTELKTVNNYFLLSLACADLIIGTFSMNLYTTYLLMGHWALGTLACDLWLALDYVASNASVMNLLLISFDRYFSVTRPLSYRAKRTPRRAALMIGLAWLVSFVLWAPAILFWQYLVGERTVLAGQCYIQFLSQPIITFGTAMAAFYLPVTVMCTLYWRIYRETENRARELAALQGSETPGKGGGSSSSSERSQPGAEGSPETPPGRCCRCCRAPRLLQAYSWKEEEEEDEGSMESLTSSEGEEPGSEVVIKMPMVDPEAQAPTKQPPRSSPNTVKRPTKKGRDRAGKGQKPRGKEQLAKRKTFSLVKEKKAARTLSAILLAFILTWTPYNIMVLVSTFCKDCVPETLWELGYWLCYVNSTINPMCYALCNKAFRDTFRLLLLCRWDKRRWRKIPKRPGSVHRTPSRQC
# M1 antag = human CHRM1 antagonism; P11229; CHO-K1 hM1, Fluo-8 calcium fluorescence, ACh EC80 antagonist; inhibition, % at 3 µM; 360,000 compounds, 1.3% hits; AID 588852;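 active = percent inhibition above its own plate's cutoff, namely the mean of that plate's compound wells plus 3 SD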;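 also: peak over basal fluorescence ratio during 140 s after agonist addition; 0% = ACh EC80 plus DMSO and 100% = DMSO alone without agonist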
# CHO parental Ca = counter-screen for OX1R antagonists: effect in parental CHO cells | parental CHO-K1, ATP-induced calcium, Fluo-8 fluorescence | inhibition, % at 5.6 µM | 330,000 compounds, 0.63% hits | AID 463079;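 active = inhibition above that plate's mean sample inhibition plus 3 SD, cut at about 26% in these data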;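 also: 0% = ATP-challenged DMSO wells and 100% = DMSO wells without ATP; some compounds past the cut are filed as inactive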
#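 Assay system: parental CHO cells; Read-out basis: percent inhibition of ATP-evoked calcium rise, normalized to controls; Benchmarks: ATP and no-ATP DMSO wells; Compound dosing: single nominal dose of 5.6 µM per compound; Signal: Fluo-8 calcium dye fluorescence; Also added: ATP as calcium-mobilizing challenge; Repeats: singlicate.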
# CHO-K1 Ca antag = nonselective inhibitor or artifact in parental CHO-K1 cells; ATP-induced calcium, Fluo-8 fluorescence; inhibition, % at 3 µM; 360,000 compounds, 0.6% hits; AID 602250;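 active = inhibition above a per-plate cutoff, the plate's mean sample inhibition plus 3 SD, cut at about 24% in these data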;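 also: 0% = DMSO plus EC80 ATP and 100% = DMSO alone without ATP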
# TAAR1 antag = human TAAR1 antagonism | 360,000 compounds, 1.5% hits | inhibition, % at 3 µM | Q96RJ0 | CHO RD-HGA16 TAAR1, Fluo-8 calcium fluorescence, antagonist;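 active = inhibition above a per-plate cutoff, the mean inhibition of test compounds on that plate plus 3 SD, cut at about 49% in these data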;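 also: 0% = DMSO plus EC80 beta-PEA response and 100% = DMSO alone without agonist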
#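 Material: CHO RD-HGA16 cells bearing hTAAR1; compound dosing: one-point dosing, 3 µM nominal final; schedule: dye loading 75 min at 37 °C, then 30 min room temperature; measured by: calcium fluorescence with Fluo-8; control set: vehicle and agonist controls; replication: n of 1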
# OXTR potentiate = potentiators of human oxytocin receptor; 320,000 compounds, 0.061% hits; P30559; AID 2445; activation, % at 3 µM; CHO-OTR cells, Fluo-8 calcium fluorescence, potentiator mode; 0% = oxytocin EC15, 100% = EC100;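 active = activation above that plate's cutoff, the mean activation of tested compounds plus 3 SD, cut at about 6.6% in these data, passing the limit was not always enough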;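 also: 100% uses oxytocin at 75 nM as the full agonist control; some results filed as inactive read as strong as hits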
#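 Measured by – Fluo-8 calcium dye fluorescence · Test system – human OTR in CHO cells · Dosing – one concentration, 3.0 µM compound · Controls – EC15 oxytocin alone as 0%, 75 nM oxytocin as 100% · Evaluation – normalized max/min fluorescence ratio, % activation · Timing – 6 min pre-incubation, 100 s read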
# * hit, by the source's call; nt = no result given.
SMILES,TAAR1 ag,CHO-K1 Ca ag,M1 PAM parental,CHRM1 agonist,M1 antag,CHO parental Ca,CHO-K1 Ca antag,TAAR1 antag,OXTR potentiate
c1ccc(C2=Nc3c(ccc4ccccc34)C(c3ccncc3)=NN2)cc1,6,2.9,22,-6,-11,-11,-14,-20,6
Cn1c(=O)c2c(nc(SCC(=O)NC34CC5CC(CC(C5)C3)C4)n2C)n(C)c1=O,0,0.3,8,-4,-4,-4,-9,6,1
CCCCN(C)CCNC(=O)c1cc(-c2cccnc2)nc2ccc(S(=O)(=O)N3CCC(C)CC3)cc12,0,-1.0,14,-5,-7,-31,-13,-13,-4
O=C(NCc1ccco1)C1CCN(c2ccc(S(=O)(=O)N3CCOCC3)cc2[N+](=O)[O-])CC1,2,2.4,12,-2,9,-1,-10,17,-18
Cc1ccc(NC(=S)NNC(=S)NCc2ccccc2)cc1,13,-0.2,-1,0,1,-5,-2,-1,-8
Clc1ccc(CSc2nnc(-c3ccncc3)o2)c(Cl)c1,23,0.1,-9,0,0,-25,15,3,-5
O=C1C=C(c2cccc(O)c2)CCC1,0,0.5,8,-7,1,-14,-6,16,9
C=C1C(C(=O)N2CCOCC2)C1C(=O)N1CCOCC1 (stereo not drawn),-1,0.1,8,-3,-7,1,-12,-13,-2
CCCNC(=O)Nc1cccc(C(=O)OC)c1,2,2.9,3,-1,12,3,5,-3,-6
O=C1N=C(N2CCN(c3ccccc3)CC2)S/C1=C/c1ccco1,1,0.6,6,4,-16,-28,-4,-6,-6
COC(=O)c1cc(/C=C/c2ccccc2)[nH]n1,-1,0.7,6,0,-4,-3,2,-17,-9
CN1C[C@@H]2[C@@H]3C(=O)N(C)C(=O)[C@@H]3[C@](Cc3ccccc3)(C1=O)N2C(=O)c1ccccc1,4,-0.2,2,-3,1,nt,-6,4,nt
CCN1C(=O)CC(c2ccc(OC(C)C)cc2)C1=O (stereo not drawn),2,1.6,22,-3,-6,-8,-6,2,-7
COc1ccc(-c2cc(C(=O)NN)n(-c3ccccc3)n2)cc1,-1,0.8,-6,-6,2,-23,5,0,-8
O=C(O)CCSc1nnc(COc2ccc(Cl)cc2)n1-c1ccccc1,0,0.0,-8,-4,-3,-3,12,-18,-11
O=C(O)CSc1ncnc2sc(-c3ccccc3)cc12,3,1.4,18,0,-10,2,-16,-18,0
O=C(c1ccncc1)N1CCN(CCc2ccccc2)CC1,2,0.4,-4,-6,-16,-11,0,-5,-8
CCOC(=O)c1c(NC(=O)COC(=O)CCNS(=O)(=O)c2ccccc2)sc(C(=O)N(C)C)c1C,5,0.5,-23,-4,-1,nt,20,11,nt
CN1CCN(CCCNc2c(C=O)c(=O)[nH]c3ccccc23)CC1,0,2.1,22,-7,-17,nt,-12,-12,nt
O=C1OCCN1C(=O)[C@H]1[C@H](c2ccc(F)cc2)C(c2cccc(Cl)c2)=NN1c1ccccc1,-1,0.9,7,-4,-9,-23,-20,-39,nt
CCOC(=O)C1CCN(C(=O)CCC(=O)NNc2nc3ccccc3c3nc(C)nn23)CC1,-1,0.2,1,-2,-6,-13,-14,-17,-3
CCC(c1nnnn1CCOC)N1CCN(C(=O)c2ccco2)CC1 (stereo not drawn),3,-0.1,-5,-1,-19,8,-3,6,-10
COc1ccc(OCCCC(=O)OC(C)C(=O)Nc2ccc(NC(C)=O)cc2)cc1 (stereo not drawn),1,0.6,0,-1,-7,0,3,-6,-1
COc1ccc(NC(=O)CSc2nnnn2C2CCCCC2)c(OC)c1,0,1.3,-2,-1,-5,-3,-8,-16,0
COC(=O)[C@]1(Cc2ccccc2)N[C@H](CN(C)S(=O)(=O)c2ccc(C)cc2)[C@@H]2C(=O)N(Cc3ccccc3)C(=O)[C@@H]21,2,0.5,6,-2,-4,-8,-16,10,-8
CN(C)S(=O)(=O)c1cccc(NC(=O)c2cccc(N3C(=O)CCC3=O)c2)c1,2,1.2,26,-4,-12,nt,-3,9,nt
Cc1ccccc1Nc1ccc(S(=O)(=O)N2CCOCC2)cc1[N+](=O)[O-],2,1.3,15,-8,-1,5,-10,2,-3
O=C(CSCc1ccc(F)cc1)Nc1nc2c(s1)CCCC2,27,2.7,20,-3,0,-1,-13,16,-12
O=C(Cn1c(-c2ccccc2)noc1=O)Nc1ccc(N2CCCCCC2)cc1,5,1.1,10,-8,6,-5,-4,23,-10
O=C(COC(=O)c1cccc(Cl)c1)NCc1ccccc1,1,0.2,21,-1,-12,-7,-13,-7,1
Oc1ccc(N2CCN(CC(O)c3ccccc3)CC2)cc1 (stereo not drawn),-3,0.4,-1,-10,-11,-7,-5,1,2
CC(=O)c1ccc(N2CCN(C(=O)CN3C(=O)NC4(CCCCC4)C3=O)CC2)c(F)c1,3,0.1,13,-3,2,-7,-13,11,-6
CCCOC(=O)C1[C@H]2C(=O)N(CCCOC)C[C@]23C=C[C@H]1O3 (stereo partly drawn),4,0.6,22,-5,-2,5,-13,-21,0
O=C1CC(Cc2ccccc2)C(=O)N1Cc1ccco1 (stereo not drawn),nt,-0.1,5,-3,-2,-12,2,nt,-16
CCn1cc(C(=O)NC2CCCCC2C)c(=O)c2ccc(C)nc21 (stereo not drawn),3,-0.3,14,-4,-2,-14,-12,-17,-5
Cc1ccc(S(=O)(=O)Oc2cccc([N+](=O)[O-])c2)cc1,-2,-0.9,0,-8,0,nt,-7,-11,nt
COc1ccc(NC(=O)c2cc(-c3cc(F)ccc3OC)n[nH]2)c(OC)c1,7,3.4,-13,4,7,nt,18,50*,nt
COc1cccc(CNc2nccs2)c1O,4,-0.1,-16,-3,5,-1,8,-14,-1
N#C/C(=C\c1cn(CCOc2ccccc2F)c2ccccc12)C(=O)NCc1cccs1,1,1.1,20,-5,-2,-15,-5,-2,-3
Cc1ccc(S(=O)(=O)CCC(=O)Nc2ccccc2Br)cc1,1,7.3,12,-2,7,-20,2,-17,-11
CCOCCOC(NC(=O)c1ccccc1)(C(F)(F)F)C(F)(F)F,4,0.1,-12,-1,-3,-1,-1,-20,1
O=C(Nc1cccnc1)c1cccnc1Cl,1,1.3,10,-2,-3,-16,4,-12,-8
COc1ccccc1-c1nnc(SC(C)C(=O)Nc2ccc(C(N)=O)cc2)o1 (stereo not drawn),1,0.1,-6,-2,6,6,3,-18,5
CC/C(=N/Nc1ccccc1)c1cnnc(SC)n1,-2,0.1,9,-4,0,-20,-11,75*,-9
COc1ccc(N2C(=O)NC(NC(=O)C(C)(C)C)(C(F)(F)F)C2=O)cc1 (stereo not drawn),-1,-0.2,-9,-2,2,-6,0,-10,-2
O=C(CN1C(=O)NC(Cc2c[nH]c3ccccc23)C1=O)NC1CCCCC1 (stereo not drawn),1,0.5,14,-3,-8,-7,-14,8,-1
CC(=O)c1cccc(S(=O)(=O)Nc2cccnc2)c1,6,-0.2,3,1,-14,-14,-6,-7,-3
CC(C)OCCCn1c(SC(C)C(=O)NC2CC2)nc2ccccc2c1=O (stereo not drawn),1,1.0,-4,3,-15,-22,4,-8,-9
O=C(COc1ccc(/C=N/NC(=O)c2ccccc2)cc1)Nc1ccc([N+](=O)[O-])cc1,16,0.9,18,-1,-3,-2,-10,7,-8
COCCN(C(=O)COC(=O)C1CC1)c1c(N)n(Cc2ccccc2)c(=O)[nH]c1=O,1,2.0,24,-4,-11,-5,7,-38,6
Cc1ccc(C(=O)COC(=O)CN2C(=O)C3C4CCC(C4)C3C2=O)cc1C (stereo not drawn),3,4.1,7,-2,-7,nt,-10,5,nt
CC(=O)Nc1nnc(-c2c(-c3ccccc3Cl)noc2C)o1,11,1.4,19,-1,-8,-6,-12,-22,2
COc1ccc(NC(=O)c2cc(-c3ccc(F)cc3OC(C)C)n[nH]2)cn1,4,5.2,20,-4,8,nt,5,42,nt
CC(C)NC(=O)c1ccc2c(=O)n(C3CCCC3)c(=S)[nH]c2c1,8,0.2,3,-4,-7,-7,4,15,-6
CC(Sc1nnnn1-c1ccc(O)cc1)C(=O)NC1CCCCC1C (stereo not drawn),4,0.5,-4,6,-11,-11,6,-10,-3
CCOc1cc(C(=O)NC(C)Cc2cccs2)cc(OCC)c1OCC (stereo not drawn),-2,0.4,-6,-12,-8,-16,-12,-7,-12
COc1ccc2[nH]cc(CCNC(=O)Nc3ccccc3C)c2c1,2,-0.2,-22,-3,-16,-2,15,-5,-3
O=C(COC(=O)Cc1c(F)cccc1Cl)NC(=O)Nc1ccccc1F,-1,1.1,11,1,-16,-5,-6,0,-6
COC(=O)c1cc2oc(C)cc2n1CC(=O)N(C)c1ccccc1,7,4.8,3,-3,-15,-8,9,-19,1
CCOc1ccc(C(=O)NCCc2cnc[nH]2)cc1OCC,2,2.3,17,-7,-9,-16,-14,-14,-15

# Entries listed above marked active in TAAR1 antag.
mol	CHRM1 agonist	M1 antag	TAAR1 antag
COc1ccc(NC(=O)c2cc(-c3cc(F)ccc3OC)n[nH]2)c(OC)c1	4	7	50*
CC/C(=N/Nc1ccccc1)c1cnnc(SC)n1	-4	0	75*

# New compounds follow
SMILES,TAAR1 ag,CHO-K1 Ca ag,M1 PAM parental,CHRM1 agonist,M1 antag,CHO parental Ca,CHO-K1 Ca antag,TAAR1 antag,OXTR potentiate
O=C1NCCOC(=O)[C@H](Cc2ccc(F)cc2)C/C=C\C[C@H]1CC(=O)N(CCO)Cc1ccccc1,5,6.6,12,0,2,-13,-4,15,-7
Cc1nnc(-c2ccco2)c2cn(-c3cccc(Br)c3)nc12,6,-0.4,-15,-5,8,-29,23,16,-7
O=C(c1cc(-c2cccc(Cl)c2)on1)N1CCN(c2ccc(F)cc2)CC1,2,0.2,-13,0,-6,6,4,-9,-1
COc1cc(NC(=O)CCN2CCN(c3ccccc3OC)CC2)cc(OC)c1,6,2.0,16,-4,-11,nt,-14,-14,nt
CC(=O)Nc1ccc(S(=O)(=O)Nc2nc3ccccc3nc2Nc2ccc(O)c(C(=O)O)c2)cc1,2,0.1,9,0,-9,-6,2,-9,-4
CSc1ccc(S(=O)(=O)NCC(=O)OCC(=O)N2CC(C)CC(C)C2)cc1[N+](=O)[O-] (stereo not drawn),1,1.7,-2,-1,-4,-24,8,-4,-5
CCOC(=O)c1ccc(NC(=O)Nc2cc(C)cc(C)n2)cc1,3,nt,nt,nt,nt,-3,nt,-5,-6
